Sm TGR inh – S. mansoni TGR enzyme inhibition; purified TGR, DTNB reduction, TNB absorbance 405 nm; Potency, µM (top dose mostly 114 µM), inactives show at the highest dose activity change, negative = inhibition, hits mostly inhibitors; AID 485364; Q962Y6; 360,000 tested, 3% active; further: nearly all actives have a fitted effect of over 60% in size
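TGR 20 nM + NADPH 100 uM (dispensed conc.), cpd preinc 15 min RT; start with NADPH (500 uM addition) then DTNB (15 mM addition). Kinetic TNB absorbance, 405 nm filter. Four-parameter Hill fit across titration.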
TbPYK inhibitor – inhibitors of Trypanosoma brucei pyruvate kinase; TbPYK enzyme, Kinase-Glo Plus ATP luminescence, 45 min; 410,000 tested, 0.12% active; AID 624173; Q57TT1; Potency, µM (titrated, usually from 76.8 µM), without a hit: at the highest dose activity, negative = inhibition, most hits filed as inhibitors; further: nearly all actives have a fitted effect of over 50% in size
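Readout: single end-point luminescence (Kinase-Glo Plus, 10 min). Reaction conditions were TbPYK/substrate plus 130 uM ADP, 45 min at RT, pH 7.2 TEA buffer. No-enzyme wells served as controls, and data were normalized before concentration-response fitting.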
* marks the source's active call; other numbers are inactive results; [ ] = another dose, or the depositor's remark. The call rests on the fitted dose curve; in most records, active means well fitted curve in the direction sought with a large enough effect; inconclusive means small, poorly fitted or top-dose-only effect, or another doubt; inactive means no such curve, though single readings can be large; an effect the other way counts as inactive or inconclusive. On the % scale 0 is the no-effect control and ±100 the full control effect; potency means the concentration at half of the fitted maximal effect. A portion of the library (hit frequency here may not be typical).

CCOC(=O)c1cc(C)n(CC2CCC(C(=O)Nc3cccc(C(C)=O)c3)CC2)c1C (stereo unspecified) was read as Sm TGR inh -9% and TbPYK inhibitor -4%.
For CCCCC(CC)CNC(=O)CN1C(=O)CSc2ccc(S(=O)(=O)N3CCOCC3)cc21 (stereo unspecified) the results were Sm TGR inh 2% and TbPYK inhibitor -1%.
COc1cccc(NS(=O)(=O)c2ccc3c(c2)n(C)c(=O)n3C)c1 was read as Sm TGR inh -7% and TbPYK inhibitor 3%.
COc1cccc(NC(=O)Nc2cc(-c3cn4cccnc4n3)ccc2C)c1 was read as Sm TGR inh -14% and TbPYK inhibitor 0%.
COc1ccccc1NC(=O)Cn1c(=O)n(Cc2ccco2)c(=O)c2oc3ccccc3c21 was read as Sm TGR inh -6% and TbPYK inhibitor -2%.
Cc1nc(-c2ccccc2)sc1-c1ccc(SCC(=O)NCc2ccc(F)cc2)nn1 was read as Sm TGR inh 6% and TbPYK inhibitor -1%.
`Cc1cccc(OCCCn2c(CCNC(=O)C3CCCCC3)nc3ccccc32)c1` gave Sm TGR inh 1% and TbPYK inhibitor -10%.
`CCC(=O)N1CCc2cc(S(=O)(=O)NCCC(=O)Nc3ccc(C)cc3C)ccc21` gave Sm TGR inh -15% and TbPYK inhibitor -8%.
`COC(=O)c1ccc(NC(=O)CCc2c(C)nn(-c3ccc(N4CCCC4)nn3)c2C)cc1` gave Sm TGR inh 4% and TbPYK inhibitor -9%.
Screening O=C(COc1ccc2oc3c(c2c1)CCCC3)Nc1cccc(Br)c1 returned Sm TGR inh 4% and TbPYK inhibitor -4%.

Quoted from the entries so far, 3 compounds:
`CCC(=O)N1CCc2cc(S(=O)(=O)NCCC(=O)Nc3ccc(C)cc3C)ccc21` gave Sm TGR inh -15% and TbPYK inhibitor -8%.
`COC(=O)c1ccc(NC(=O)CCc2c(C)nn(-c3ccc(N4CCCC4)nn3)c2C)cc1` gave Sm TGR inh 4% and TbPYK inhibitor -9%.
Screening O=C(COc1ccc2oc3c(c2c1)CCCC3)Nc1cccc(Br)c1 returned Sm TGR inh 4% and TbPYK inhibitor -4%.

Next part
Screening COc1ccc(-c2cn3c(n2)sc2cc(C(=O)NCCCN4CCCCCC4)ccc23)cc1 returned Sm TGR inh -1% and TbPYK inhibitor 3%.
CC1=C(C(=O)Nc2ccccc2C)C(c2ccc[nH]2)n2ncnc2N1 (stereo unspecified) was read as Sm TGR inh inconclusive and TbPYK inhibitor -1%.
`CC1CCN(c2nc3ccc(C(=O)NCc4ccc(Cl)cc4)cc3s2)CC1` gave Sm TGR inh 2% and TbPYK inhibitor 4%.
`O=C(NCc1ccccc1F)C(=O)NCC(c1cccs1)S(=O)(=O)c1cccs1` (stereo unspecified) gave Sm TGR inh inconclusive and TbPYK inhibitor -11%.
COc1cc(-c2nc(Cn3nnc(C(=O)Nc4ccccc4C)c3C)c(C)o2)cc(OC)c1OC was read as Sm TGR inh 5% and TbPYK inhibitor -10%.
For Cc1cccc(NS(=O)(=O)c2ccc(NC(=O)N3CCCC3)cc2)c1 the results were Sm TGR inh 10% and TbPYK inhibitor 1%.
For CCN(Cc1nc(-c2cccc(C)c2)no1)S(=O)(=O)c1ccc(C)cc1 the results were Sm TGR inh -4% and TbPYK inhibitor 1%.
For COc1ccc(N2CC(NC(=O)/C=C\c3ccc(OC)c(OC)c3)CC2=O)cc1 (stereo unspecified) the results were Sm TGR inh -2% and TbPYK inhibitor -1%.
COc1ccc(CNC(=O)c2cc3c(=O)n(Cc4cccnc4)ccc3nc2C)cc1 was read as Sm TGR inh -6% and TbPYK inhibitor 5%.
`COc1ccccc1OCC(=O)N1CCC(c2nc3ccccc3o2)CC1` gave Sm TGR inh 4% and TbPYK inhibitor 1%.

The list goes on; it opens with the 2 that closed the last part.
COc1ccc(CNC(=O)c2cc3c(=O)n(Cc4cccnc4)ccc3nc2C)cc1 was read as Sm TGR inh -6% and TbPYK inhibitor 5%.
`COc1ccccc1OCC(=O)N1CCC(c2nc3ccccc3o2)CC1` gave Sm TGR inh 4% and TbPYK inhibitor 1%.
O=C(NCCSCc1ccccc1)C1CCN(S(=O)(=O)Cc2ccccc2)CC1 was read as Sm TGR inh 0% and TbPYK inhibitor 2%.
`CC(=O)c1cccc(-n2c(=O)c3c4c(sc3n(Cc3ccccc3Cl)c2=O)CN(C(C)=O)CC4)c1` gave Sm TGR inh 6% and TbPYK inhibitor 0%.
For COc1ccc(CNC(=O)CN2C(=O)c3cccnc3Oc3ccc(C)cc32)cc1 the results were Sm TGR inh -10% and TbPYK inhibitor 10%[15.4 µM].
For CC1CCCN(c2ncnc3c2cnn3-c2ccc(F)cc2)C1 (stereo unspecified) the results were Sm TGR inh 2% and TbPYK inhibitor 1%.
O=C(Nc1ccc2nc(SCC(=O)N3CCCC3)sc2c1)c1cccc(F)c1 was read as Sm TGR inh -3% and TbPYK inhibitor 0%.
For COc1ccc(-c2cn3c(n2)sc2cc(C(=O)NCC(C)c4ccccc4)ccc23)cc1 (stereo unspecified) the results were Sm TGR inh 79µM* and TbPYK inhibitor 4%.
Screening COc1ccc(NC(=O)CSc2nnc(-c3nonc3NC(C)=O)n2-c2ccccc2)cc1 returned Sm TGR inh -4% and TbPYK inhibitor 1%.
`CSc1ccc(CNC(=O)c2ccccc2NC(=O)c2nsc3ccccc23)cc1` gave Sm TGR inh 2% and TbPYK inhibitor -5%.
`O=C(Nc1ccc2nc(SCC(=O)N3CCCC3)sc2c1)c1ccccc1` gave Sm TGR inh 0% and TbPYK inhibitor -1%.
`O=C(NCCc1ccc(F)cc1)C(=O)NCC(c1cccs1)S(=O)(=O)c1ccc(Cl)cc1` (stereo unspecified) gave Sm TGR inh -27% and TbPYK inhibitor -2%.
For COc1ccc(S(=O)(=O)NCC(c2ccco2)S(=O)(=O)c2cccs2)cc1OC (stereo unspecified) the results were Sm TGR inh 0.28µM* and TbPYK inhibitor -5%.
`COc1ccc(CNC(=O)Cn2c(SCC(=O)Nc3ccc(OC)cc3)nc3ccccc32)cc1` gave Sm TGR inh -5% and TbPYK inhibitor 0%.
`Cn1nnc2c(NCc3ccc(Cl)cc3)ncnc21` gave Sm TGR inh -1% and TbPYK inhibitor 17%.
Cc1c(CNCCCc2ccccc2)c(C(=O)O)c(C)n1Cc1ccc(Cl)cc1 was read as Sm TGR inh -18% and TbPYK inhibitor 3%.
Screening CCC(C)Nc1sc(S(=O)(=O)CC)nc1S(=O)(=O)c1ccc(C)cc1 (stereo unspecified) returned Sm TGR inh 7% and TbPYK inhibitor 3%.
Screening O=C(C1CCC(CNS(=O)(=O)c2ccc(Br)s2)CC1)N1CCN(c2ccc(F)cc2)CC1 (stereo unspecified) returned Sm TGR inh -1% and TbPYK inhibitor -13%.
For NC(=O)c1cc(S(=O)(=O)N2CCN(c3cccc(C(F)(F)F)c3)CC2)cs1 the results were Sm TGR inh 8% and TbPYK inhibitor 4%.
Screening CCc1cccc(-n2nnc(-c3nc(-c4ccc5c(c4)OCO5)no3)c2C)c1 returned Sm TGR inh 9% and TbPYK inhibitor 5%.
Screening Cc1ccc(CNC(=O)c2ccc(CSCc3ccc(Cl)cc3)o2)cc1 returned Sm TGR inh 40µM* and TbPYK inhibitor 1%.
Cc1c(C(=O)NCc2cccc(Cl)c2)sc2nc3n(c(=O)c12)CCCC3 was read as Sm TGR inh 14µM* and TbPYK inhibitor -6%.

The closing five entries of the part before open the next one.
Screening O=C(C1CCC(CNS(=O)(=O)c2ccc(Br)s2)CC1)N1CCN(c2ccc(F)cc2)CC1 (stereo unspecified) returned Sm TGR inh -1% and TbPYK inhibitor -13%.
For NC(=O)c1cc(S(=O)(=O)N2CCN(c3cccc(C(F)(F)F)c3)CC2)cs1 the results were Sm TGR inh 8% and TbPYK inhibitor 4%.
Screening CCc1cccc(-n2nnc(-c3nc(-c4ccc5c(c4)OCO5)no3)c2C)c1 returned Sm TGR inh 9% and TbPYK inhibitor 5%.
Screening Cc1ccc(CNC(=O)c2ccc(CSCc3ccc(Cl)cc3)o2)cc1 returned Sm TGR inh 40µM* and TbPYK inhibitor 1%.
Cc1c(C(=O)NCc2cccc(Cl)c2)sc2nc3n(c(=O)c12)CCCC3 was read as Sm TGR inh 14µM* and TbPYK inhibitor -6%.
Screening O=C(Nc1nnc(N2CCCCCC2)s1)Nc1ccccc1C(F)(F)F returned Sm TGR inh 1% and TbPYK inhibitor 5%.
Screening Cc1cccc(Oc2ccc3c(c2)Oc2ccccc2NC3=O)c1 returned Sm TGR inh -2% and TbPYK inhibitor -6%.
Screening Cc1nn(C)c2c1c(C(F)(F)F)cc(=O)n2Cc1cccc(Br)c1 returned Sm TGR inh 9% and TbPYK inhibitor 2%.
`CCc1ccccc1NC(=O)c1ncoc1-c1ccco1` gave Sm TGR inh 0% and TbPYK inhibitor -1%.
Screening COc1cccc(-c2cn3c(n2)sc2cc(C(=O)NC4CCCCC4)ccc23)c1 returned Sm TGR inh -4% and TbPYK inhibitor -5%.
Screening CCn1cc2nc(SCc3cccc(C(F)(F)F)c3)n(CCc3ccccc3)c(=O)c2n1 returned Sm TGR inh 20% and TbPYK inhibitor 1%.
CCN(Cc1ccccc1)C(=O)Cn1c(=O)n(-c2cccc(C)c2)c(=O)c2c1c1cc(C)ccc1n2C was read as Sm TGR inh 0% and TbPYK inhibitor 4%.
`CCCCNC(=O)c1ccc2c(c1)NC(=O)C(CS(=O)(=O)Cc1ccc(F)cc1Cl)N2` (stereo unspecified) gave Sm TGR inh inconclusive and TbPYK inhibitor 4%.
`Cc1ccc(C)c(N2CCN(c3nc4ccccc4c4nc(CCn5nc(C)cc5C)nn34)CC2)c1` gave Sm TGR inh -1% and TbPYK inhibitor -4%.
For COc1ccccc1CCNC(=O)c1cccn1-c1nnc(N2CCCCC2)s1 the results were Sm TGR inh 5% and TbPYK inhibitor -25%.
For COc1ccc(C2=C(Nc3ccc(C)c(C)c3)c3ccccc3C2=O)cc1 the results were Sm TGR inh 2% and TbPYK inhibitor -3%.
`CCCCSCCCNC(=O)c1cn(CC)c2ccc(S(=O)(=O)N3CCCCCC3)cc2c1=O` gave Sm TGR inh 0% and TbPYK inhibitor -5%.
Screening Cc1ccc2nc(N(Cc3cccnc3)C(=O)CCOc3ccccc3)sc2c1 returned Sm TGR inh inconclusive and TbPYK inhibitor 4%.
For Cc1cc(C)c2c(=O)cc(C(=O)NCCc3ccc(S(N)(=O)=O)cc3)oc2c1 the results were Sm TGR inh -1% and TbPYK inhibitor 4%.
Cc1cc(C)c(NC(=O)C(C)n2c(=O)cc(C)c3c(C)nn(-c4ccccc4)c32)c(C)c1 (stereo unspecified) was read as Sm TGR inh -2% and TbPYK inhibitor 4%.
Screening Cc1nnc(N2CCN(C(=O)NCCC(C)C)CC2)c2nn(-c3ccc(Cl)cc3)c(C)c12 returned Sm TGR inh 4% and TbPYK inhibitor 6%.
Screening CC(=O)Nc1cccc(NC(=O)Cc2csc(COc3cccc(C)c3)n2)c1 returned Sm TGR inh -2% and TbPYK inhibitor 1%.
Cc1ccc(CNC(=O)c2cc3c(s2)-c2ccc(Cl)cc2SC3)cc1 was read as Sm TGR inh -3% and TbPYK inhibitor -1%.
Screening CCOc1ccc(-c2cc3c(=O)n(CC(=O)NCc4ccc(C)cc4)ccn3n2)cc1 returned Sm TGR inh -7% and TbPYK inhibitor 3%.
`Cc1ccc(CN2CCN(C3CCN(C(=O)Nc4ccccc4C(F)(F)F)CC3)C(=O)C2=O)cc1` gave Sm TGR inh -4% and TbPYK inhibitor 0%.

Of the compounds above, 3 have bromine.
Screening O=C(COc1ccc2oc3c(c2c1)CCCC3)Nc1cccc(Br)c1 returned Sm TGR inh 4% and TbPYK inhibitor -4%.
Screening O=C(C1CCC(CNS(=O)(=O)c2ccc(Br)s2)CC1)N1CCN(c2ccc(F)cc2)CC1 (stereo unspecified) returned Sm TGR inh -1% and TbPYK inhibitor -13%.
Screening Cc1nn(C)c2c1c(C(F)(F)F)cc(=O)n2Cc1cccc(Br)c1 returned Sm TGR inh 9% and TbPYK inhibitor 2%.

The listing continues.
Cc1ccc(Cl)cc1NC(=O)c1cc2c(=O)n3cccc(C)c3nc2n1C was read as Sm TGR inh 5% and TbPYK inhibitor -4%.
COc1ccc(NC(=O)CC2Oc3ccc(C)cc3NC2=O)cc1Cl (stereo unspecified) was read as Sm TGR inh -1% and TbPYK inhibitor -7%.
Cc1ccc(CCNC(=O)c2ccc(CSCc3ccccc3C)o2)cc1 was read as Sm TGR inh -8% and TbPYK inhibitor 6%.
CSc1cccc(NC(=O)Cn2c3ncccc3c(=O)n2-c2ccc(C)cc2)c1 was read as Sm TGR inh -2% and TbPYK inhibitor -9%.
`Cc1cccc(Cn2c(CN3CCC(C(=O)NCc4ccccc4Cl)CC3)cc3ccccc32)c1` gave Sm TGR inh 12% and TbPYK inhibitor 2%.
CN(C(=O)CSc1nc2ccccc2[nH]1)c1ccc(F)cc1 was read as Sm TGR inh 0% and TbPYK inhibitor -8%.
Screening COCCCNC(=O)Cn1cnc2sc(C)c(S(=O)(=O)N3CCC(C)CC3)c2c1=O returned Sm TGR inh 0% and TbPYK inhibitor 4%.
For Cc1ccc(N(CC(=O)N2CCN(c3cc(Cl)ccc3C)CC2)S(=O)(=O)c2c(C)noc2C)cc1 the results were Sm TGR inh 4% and TbPYK inhibitor 0%.
`CC(NC(=O)C(=O)Nc1c2c(nn1-c1ccccc1)CSC2)c1ccccc1` (stereo unspecified) gave Sm TGR inh 3% and TbPYK inhibitor -1%.
